Compound activity: PubChem, National Center for Advancing Translational Sciences (NCATS)
HT1080 IDH1KD tx – kills HT-1080 cells with IDH1 knockdown | AID 686971 | Potency, µM (top dose mostly 46.1 µM), for inactives: at the highest dose activity, negative = toxicity, usual class: cytotoxic | HT-1080 IDH1 knockdown viability, ATP luminescence, 48 h | hit rate 2% among 360,000;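 note: potency is the fitted concentration of half-maximal effect; 0% = DMSO wells and -100% = cell-free medium wells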
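IDH1KD HT-1080 cells, 750/well, RPMI + 5% FBS; compound pinned after 2 h settling; 48 h, 37 °C; CellTiter-Glo luminescence; % activity normalised to DMSO and no-cell wells; curves fitted, classed by r2 and efficacy.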
KB-3-1 cytotox – kills parental KB-3-1 adenocarcinoma cells | Potency, µM (top dose mostly 46.1 µM), inactives show top-dose activity change, negative = cytotoxic, usual class: cytotoxic | KB-3-1 viability, CellTiter-Glo ATP luminescence, 72 h | AID 1347075 | hit rate 1.4% among 400,000; note: potency is the fitted concentration of half-maximal effect; % is set by controls: 0 for no effect and ±100 for the full control effect; nearly all actives have a fitted effect of over 60% in size
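72 h, 37 °C compound treatment of KB-3-1 parental cells; CellTiter-Glo added, 10 min, luminescence read. Data corrected against DMSO-only plates and normalized before curve fitting.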
WRN helicase inh – inhibitors of human WRN helicase | Q14191 | WRN helicase unwinding, fluorescent forked duplex, kinetic | Potency, µM (highest dose often 114 µM), inactives show at the highest dose activity change, negative = inhibition, usual class: inhibitors | hit rate 0.46% among 360,000; note: potency is the fitted concentration of half-maximal effect; % is set by controls: 0 for no effect and ±100 for the full control effect; nearly all actives have a fitted effect of over 55% in size
Target sequence (Q14191 whole entry, looked up): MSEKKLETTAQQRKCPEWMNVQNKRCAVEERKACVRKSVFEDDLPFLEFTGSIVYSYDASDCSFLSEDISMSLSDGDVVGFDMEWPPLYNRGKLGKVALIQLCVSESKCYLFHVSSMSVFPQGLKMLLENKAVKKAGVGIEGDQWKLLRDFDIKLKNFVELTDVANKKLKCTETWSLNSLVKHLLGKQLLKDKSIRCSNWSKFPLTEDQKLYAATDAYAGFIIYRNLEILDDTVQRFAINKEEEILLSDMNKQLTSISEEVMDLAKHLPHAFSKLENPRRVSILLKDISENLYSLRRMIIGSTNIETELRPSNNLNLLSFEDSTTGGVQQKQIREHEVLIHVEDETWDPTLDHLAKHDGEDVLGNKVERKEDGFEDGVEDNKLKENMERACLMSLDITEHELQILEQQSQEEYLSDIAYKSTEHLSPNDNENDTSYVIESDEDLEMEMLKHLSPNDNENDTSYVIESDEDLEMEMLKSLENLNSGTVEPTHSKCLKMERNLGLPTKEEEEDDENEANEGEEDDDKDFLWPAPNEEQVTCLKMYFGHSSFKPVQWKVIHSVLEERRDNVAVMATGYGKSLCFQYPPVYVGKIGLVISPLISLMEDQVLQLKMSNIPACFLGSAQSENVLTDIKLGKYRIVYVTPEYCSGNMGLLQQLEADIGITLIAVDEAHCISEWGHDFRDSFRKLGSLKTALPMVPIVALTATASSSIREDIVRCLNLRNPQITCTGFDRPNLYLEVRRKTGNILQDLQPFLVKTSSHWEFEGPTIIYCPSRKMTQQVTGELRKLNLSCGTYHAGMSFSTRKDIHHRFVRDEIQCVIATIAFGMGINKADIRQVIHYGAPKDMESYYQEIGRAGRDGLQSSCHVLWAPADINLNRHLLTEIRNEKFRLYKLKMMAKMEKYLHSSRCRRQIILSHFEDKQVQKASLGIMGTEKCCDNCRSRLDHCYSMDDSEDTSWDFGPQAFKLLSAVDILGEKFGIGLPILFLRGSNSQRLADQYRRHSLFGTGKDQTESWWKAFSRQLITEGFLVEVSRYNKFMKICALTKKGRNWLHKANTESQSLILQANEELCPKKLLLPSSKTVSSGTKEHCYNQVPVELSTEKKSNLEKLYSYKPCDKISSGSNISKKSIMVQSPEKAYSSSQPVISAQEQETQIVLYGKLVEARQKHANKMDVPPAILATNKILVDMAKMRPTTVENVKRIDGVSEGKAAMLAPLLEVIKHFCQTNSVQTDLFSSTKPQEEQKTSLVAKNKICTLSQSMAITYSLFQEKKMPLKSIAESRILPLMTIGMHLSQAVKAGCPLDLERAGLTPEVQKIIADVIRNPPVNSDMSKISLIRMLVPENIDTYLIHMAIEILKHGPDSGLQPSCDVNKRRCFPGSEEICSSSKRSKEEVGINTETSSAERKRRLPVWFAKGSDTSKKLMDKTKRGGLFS
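Fluorescence dequenching readout, ex 525 nm/em 598 nm, kinetic mode: forked duplex DNA (100 nM final) with adjacent fluorophore and quencher unwound by WRN (20 nM final) with 2 mM ATP. Compound preincubation 15 min, room temperature.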
ATXN2 expr inh – ATXN2 expression inhibition | Potency, µM (series often up to 57 µM), inactives show at the highest dose activity change, negative = inhibition, usual class: inhibitors | hit rate 0.72% among 360,000 | HEK-293 ATXN2-luciferase reporter, luminescence, 24 h; note: potency is the fitted concentration of half-maximal effect; % is set by controls: 0 for no effect and ±100 for the full control effect; nearly all actives have a fitted effect of over 55% in size
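ATXN2-luciferase reporter cells (luciferase flanked by upstream and downstream ATXN2 gene portions) were treated 24 h at 37 °C with compounds at up to 57 uM. SteadyGlo luminescence gave expression; GF-AFC fluorescence gave viability.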
MCF10A rerep – DNA re-replication induction in MCF 10a cells; hit rate 2.9% among 350,000; MCF 10A DNA re-replication, Hoechst nuclear intensity, 48 h; AID 624296; Potency, µM (titrated, usually from 46.1 µM), inactives show top-dose activity, positive = re-replication, hits mostly activators; note: potency is the fitted concentration of half-maximal effect; % of control where 0% means no effect; nearly all actives have a fitted effect of over 50% in size
IL1B secr inh – inflammasome signaling inhibition, IL-1 beta readout; THP-1 LPS/ATP IL-1B secretion, AlphaLISA, 16 h; active compounds read low; activity change, % at 57.5 µM; hit rate 4.7% among 360,000; in the data active = activity change below about -50%; inconclusive = mostly about -30% to -49%; note: % is set by controls: 0 for no effect and ±100 for the full control effect
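THP-1 cells pretreated 1 hr with compounds (up to 57.5 uM final), then stimulated with LPS (250 ng/mL final) plus ATP (1.25 mM final); secreted IL-1B measured by AlphaLISA after 16 hr, decreased signal indicating inhibition.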
SW480 rerep – inducers of DNA re-replication in SW480 colon cancer cells. hit rate 1.8% among 340,000. Potency, µM (series often up to 46.1 µM), inactives show at the top dose re-replication activation, most hits filed as activators. SW480 DNA re-replication, Hoechst DNA content imaging, 48 h; note: potency is the fitted concentration of half-maximal effect; % of control where 0% means no effect; nearly all actives have a fitted effect of over 55% in size
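Compounds, transferred as 23 nL by pin tool, were incubated with cells for 48 hr; DNA content per nucleus was then quantified by Hoechst staining and fluorescence plate imaging.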
HT1080-NT tox – kills 2HG-producing HT-1080-NT fibrosarcoma cells; HT-1080-NT fibrosarcoma viability, CellTiter-Glo ATP luminescence, 48 h; Potency, µM (top dose mostly 46.1 µM), for the others: at the highest dose activity, negative = less viability, actives largely listed as cytotoxic; hit rate 1.6% among 360,000; AID 686970;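 note: NT is the 2HG producing partner of a matched IDH1 knockdown line; potency is the fitted concentration of half-maximal effect; 0% = DMSO-treated cells and -100% = media-only wells without cells; nearly all actives have a fitted effect of over 55% in size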
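Viability of the 2HG-overproducing fibrosarcoma line after 48 hours of compound exposure at 37 degrees C was determined by luminescence with CellTiter-Glo, and concentration-effect curves were then fitted and categorized.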
KB-V1 cytotox – kills drug-selected multidrug resistant KB-V1 cells. KB-V1 MDR cells viability, CellTiter-Glo, 72 h. Potency, µM (series often up to 46.1 µM), for the others: at the highest dose activity change, negative = cytotoxicity, usual class: cytotoxic. hit rate 3.4% among 400,000; note: potency is the fitted concentration of half-maximal effect; % is set by controls: 0 for no effect and ±100 for the full control effect; nearly all actives have a fitted effect of over 60% in size
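KB-V1, DMEM (no phenol red) + 10% FBS; cpd pin-transferred, titration series; 72 h, 37 degrees C; CellTiter-Glo, luminescence. Data normalized, curve-fit.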
* = called active by the depositor; ? = inconclusive; . = no result given; [ ] = dose if it differs, or a comment. Unless noted, calls come from the whole dose curve; as a rule, active = well fitted curve in the direction sought with a large enough effect; inconclusive = small, poorly fitted or top-dose-only effect, or another doubt; inactive = no such curve, though single readings can be large; an effect the other way counts as inactive or inconclusive.

SMILES	HT1080 IDH1KD tx	KB-3-1 cytotox	WRN helicase inh	ATXN2 expr inh	MCF10A rerep	IL1B secr inh	SW480 rerep	HT1080-NT tox	KB-V1 cytotox
CC1CCCC(C)N1C(=O)COC(=O)CCc1nc2ccccc2c(=O)[nH]1 (stereo unspecified)	14%	13%	5%	-2%	2%	16	1%	17%	15%
CC(=O)N1CCC(N(CCN2CCOCC2)C(=S)Nc2cc(C)cc(C)c2)CC1	-3%	5%	7%	8%	-1%	30	10%	-2%	1%
COc1ccccc1OCCNC(=O)C1CC(=O)N(c2ccccc2OC)C1 (stereo unspecified)	4%	19%	-6%	12%	2%	-10	7%	6%	?
O=C(NC1CCS(=O)(=O)C1)c1sc2ccccc2c1Cl (stereo unspecified)	7%	12%	0%	21%	6%	9	2%	13%	?
CCn1nc(C)c(NC(=O)c2ccc(Cl)cc2)c1C	2%	4%	4%	.	2%	-6	?	0%	-1%
CC1CCN(C(=O)c2ccc3c(c2)C(=O)c2ccccc2-3)CC1	10%	5%	-6%	.	.	-7	.	1%	-3%
CCc1ccc(Nc2n[n+](-c3ccccc3)c(-c3ccc(SC)cc3)s2)cc1	?	?	-11%	?	-10%	-16	-3%	?	-7%
CC(=O)S[C@@H]1CC2=CC(=O)CC[C@]2(C)[C@H]2CC[C@@]3(C)[C@@H](CC[C@@]34CCC(=O)O4)[C@H]12	?	0%	-9%	-20%	-14%	-56*	?	?	?
CCCCC(=O)C1=C(N2CCCC2)CC(C)(C)CC1=O	4%	5%	-13%	2%	-1%	-12	-5%	5%	0%
Cc1cc(C)n2nc(SCC(=O)N3CCC(C(=O)O)CC3)nc2n1	-10%	10%	-15%	1%	-3%	10	15%	0%	-3%
O=C(CN1C(=O)C2C3C=CC(C3)C2C1=O)Nc1ccc(S(=O)(=O)N2CCCCC2)cc1 (stereo unspecified)	11%	15%	3%	-10%	-3%	1	-2%	2%	10%
O=C(CCn1c(=O)oc2ccccc21)n1c(=O)oc2ccccc21	-9%	-8%	-17%	1%	0%	24	-2%	-2%	6%
COc1ccc(NS(=O)(=O)c2ccc(NC(=S)NCC3CCCO3)cc2)cc1 (stereo unspecified)	-17%	-28%	2%	-19%	-1%	48	3%	-5%	11%
Cc1cc(C)c(NC(=O)CSc2nnc(-c3ccco3)n2N)c(C)c1	-1%	18%	4%	-6%	-53%[0.0737 µM]	-6	-40%	-6%	6%
CC(C)(C)C(=O)c1c(N)[nH]c(C(=O)c2ccccc2)c1-c1ccc(F)cc1	9%	3%	-3%	17%	.	20	.	4%	-12%
COC(=O)[C@]12CCCCC=C1N(Cc1cccc3ccccc13)C(=O)[C@H](CC(=O)N1CCN(C(=O)C3CC3)CC1)C2	-12%	-1%	-3%	-17%	.	6	.	-11%	?
C/C(=N/NC(=O)c1ccc(O)cc1)c1cccc([N+](=O)[O-])c1	0%	-1%	-8%	-1%	3%	-6	-4%	2%	18%
Cc1noc(C)c1S(=O)(=O)N1CCC(C(=O)N2CCN(Cc3ccc4c(c3)OCO4)CC2)CC1	-22%	-12%	-9%	-4%	0%	-7	0%	-10%	-7%
O=C(CSc1ccc2nnc(CCNC(=O)c3ccccc3)n2n1)Nc1ccc(F)cc1F	1%	.	-18%	-4%	-4%	11	-2%	1%	.
COc1ccccc1OCCNC(=O)C(=O)c1c[nH]c2ccccc12	1%	20%	-1%	0%	-11%	11	-10%	0%	19%
O=C(O)CCCCCNCc1c(Cl)cccc1Cl	-12%	-14%	1%	5%	10%	-17	2%	-5%	-2%
Cc1ccc(SCCC(=O)NC(C)(C)C)cc1	-4%	-3%	5%	30%	8%	-6	-6%	16%	11%
CCOC(=O)C(NC(=O)Nc1ccc(C(N)=O)cc1)(c1ccccc1)C(F)(F)F (stereo unspecified)	13%	5%	-22%[57.1 µM]	2%	14%	19	-5%	10%	0%
Cn1c(=O)c2c(Nc3ccc(F)cc3)cc(=O)n(-c3ccccc3)c2n(C)c1=O	9%	17%	-19%	-5%	6%	9	-22%	-4%	-16%

Reprinted from the part before: two compounds, followed by the next part.
SMILES	HT1080 IDH1KD tx	KB-3-1 cytotox	WRN helicase inh	ATXN2 expr inh	MCF10A rerep	IL1B secr inh	SW480 rerep	HT1080-NT tox	KB-V1 cytotox
CCOC(=O)C(NC(=O)Nc1ccc(C(N)=O)cc1)(c1ccccc1)C(F)(F)F (stereo unspecified)	13%	5%	-22%[57.1 µM]	2%	14%	19	-5%	10%	0%
Cn1c(=O)c2c(Nc3ccc(F)cc3)cc(=O)n(-c3ccccc3)c2n(C)c1=O	9%	17%	-19%	-5%	6%	9	-22%	-4%	-16%
CCCn1c(-c2cccs2)nc2c1c(=O)[nH]c(=O)n2Cc1ccccc1	-15%	1%	-3%	-6%	-3%	30	-1%	-1%	10%
COCCN(C(=O)CCC(=O)Nc1ccccn1)C(C(=O)NC1CCCC1)c1ccc(OC)cc1 (stereo unspecified)	11%	6%	-2%	-2%	-1%	1	1%	4%	2%
O=C1CSC(c2cccc(Cl)c2Cl)N1c1ccccn1 (stereo unspecified)	-13%	6%	2%	3%	9%	16	-2%	-6%	0%
COC(=O)CN1C(=O)N(c2ccccc2)C(N(O)C(=O)Nc2ccccc2)C1(C)C (stereo unspecified)	3%	0%	2%	10%	0%	10	-3%	4%	?
CCCCN1C(=O)C2ON(c3ccccc3C)C(c3ccco3)C2C1=O (stereo unspecified)	-22%	-3%	-14%	-9%	1%	?	1%	?	?
COC(=O)C[C@@H]1C[C@H]2c3cc(NS(=O)(=O)c4ccccc4)ccc3O[C@H]2[C@@H](CO)O1	1%	-7%	-2%	-5%	.	-4	.	10%	-4%
CSc1nnc2sc3cc(C)ccc3n12	-10%	-19%	-1%	.	.	17	.	-4%	?
O=C(Cc1ccc(Cl)cc1)Nc1ccc2c(c1)C(=O)NC2=O	-18%	-21%	1%	.	1%	0	-10%	-2%	4%
COc1cccc(S(=O)(=O)N(C)C[C@H]2OCc3cnnn3CCCC(=O)N([C@H](C)CO)C[C@@H]2C)c1	0%	0%	2%	13%	.	29	.	3%	17%
CN(C)Cc1cc(C(C)(C)c2cc(CN(C)C)c(O)c(CN(C)C)c2)cc(CN(C)C)c1O	-13%	6%	-5%	?	9%	-62*	5%	-8%	7%
NC(=O)c1csc(C2OC(CO)C(O)C2O)n1 (stereo unspecified)	-22%	5%	0%	24%	.	94	.	-9%	5%
Cn1c(NCC2CCCCC2)nc2cc(-c3ccsc3)sc2c1=O	0%	18µM*	-6%	-4%	.	12	.	19%	-4%
CCOC(=O)c1ccc(NC(=S)NCCCN2CCCC2=O)cc1	-24%	-19%	-5%	-3%	7%	4	10%	-21%	?
CCNC(=O)C(=O)NCCC1CCCCN1S(=O)(=O)c1cccs1 (stereo unspecified)	0%	9%	-29%	-2%	11%	-2	-2%	2%	11%
COc1cc(C(=O)N2CCN(C3CCC(C)CC3)CC2)cc(OC)c1OC (stereo unspecified)	13%	5%	-9%	-22%	-4%	-2	7%	20%	0%
Fc1ccc(-c2nc(-c3cccs3)no2)cc1	0%	-24%	3%	130%[activator]	-1%	0	-7%	7%	1%
Cc1ccccc1C(=O)NNC(=O)c1ccoc1C	4%	-8%	5%	9%	4%	-24	4%	2%	23%
Cc1c(CC(=O)NCCCCCC(=O)O)c(=O)oc2c(C)c3oc4c(c3cc12)CCCC4	14%	?	-4%[57.1 µM]	19%	-2%	36	26%	10%	?
Cc1ccc(Nc2nc(-c3ccncc3)nc3ccccc23)cc1	1%	0%	-2%	?	9.2µM*	.	55%	-10%	-2%
CCCCn1c(N)c(N(CCC(C)C)C(=O)c2ccc(-c3ccc([N+](=O)[O-])cc3)o2)c(=O)[nH]c1=O	5%	?	5%	14µM*	?	-16	23%	0%	8%
O=C(Cn1cnc2ccccc2c1=O)NCC(=O)N1CCN(Cc2ccc3c(c2)OCO3)CC1	4%	-12%	4%	2%	-7%	28	-3%	8%	5%
Cc1ccc(OCCC(=O)N(CC(=O)Nc2ccccc2C(F)(F)F)Cc2ccco2)cc1	-16%	-8%	-7%	-7%	6%	-27	13%	0%	0%
COc1cc(CC(=O)NNC(=O)c2cc(C)oc2C)cc(OC)c1OC	4%	-6%	-13%[57.1 µM]	-4%	1%	-5	5%	6%	-8%
Cc1ccccc1OCc1nc2ccccc2c(=O)n1/N=C/c1ccco1	-8%	-2%	0%	1%	?	-17	-20%	3%	-6%
Cc1cccc(NC(=O)CSc2nc3nc(C)cc(C)n3n2)c1	-2%	-5%	-4%	-10%	-1%	-11	-4%	9%	?
C[C@H](CO)N1C[C@H](C)[C@@H](CN(C)Cc2ccc3c(c2)OCO3)OCc2cnnn2CCCC1=O	21%	-7%	-1%	3%	.	19	.	0%	25%
CCc1nc2ccccc2c(C(=O)OCC(=O)Nc2cccc(S(=O)(=O)NC3=NCCCCC3)c2)c1C	?	?	-19%	22µM*	?	-84*	?	?	-17%
COc1ccc(Cl)cc1NC(=O)C/C(C)=N/NC(=O)CC#N	-5%	-2%	7%	-9%	0%	73	1%	-15%	12%
CC(C)(C)c1ccc(C(=O)NNC(=O)c2ccc(Cl)cc2)cc1	-20%	-4%	-11%	3%	-4%	7	3%	-7%	9%
CC(C)(C)NC(=O)COC(=O)c1c2c(nc3ccccc13)CCC2	-17%	10%	2%[11.6 µM]	-9%	5%	22	-8%	-15%	?
Cc1ccc(-c2cnc(C(O)c3c(C)cccc3C)[nH]2)cc1 (stereo unspecified)	-21%	4%	0%[57.1 µM]	7%	.	5	.	-3%	?
